High-throughput results deposited in PubChem by National Center for Advancing Translational Sciences (NCATS).
GAA inhib = alpha-glucosidase (human) inhibition; purified human GAA, 4-MU-alpha-glucoside fluorescence; Potency, µM (top dose mostly 76.9 µM), for the others: at the top dose activity change, negative = inhibition, actives largely listed as inhibitors; 200,000 compounds, 0.005% hits; AID 1466;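 also: plate controls were uninhibited enzyme wells for no effect and no-enzyme background for full effect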
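Activity normalized between no-enzyme (basal) and enzyme-only wells. Conditions: 4 nM human enzyme, 400 uM fluorogenic substrate, citrate/phosphate pH 5.0 with Tween-20, 20 min room temperature, compounds up to 77 uM.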
aGlu spleen mod = inhibits or activates alpha-glucosidase in human spleen homogenate | Potency, µM (titrated, usually from 79.9 µM), inactives show at the top dose activity change, negative = inhibition, usual class: inhibitors | P10253 | 240,000 compounds, 0.006% hits | human spleen homogenate, 4-MU-alpha-glucoside fluorescence;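 also: 0% = enzyme with vehicle and -100% = no enzyme basal signal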
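Human spleen homogenate (1 ug) incubated with compounds and 1 mM 4-methylumbelliferyl-alpha-D-glucopyranoside in pH 5.0 citrate/phosphate buffer, 37 C, 40 min. Stopped at pH 10; 4-MU fluorescence (Ex 365/Em 440 nm); AC50 by Hill fit.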
ALDH1A1 inh = blocks purified human ALDH1A1 activity. P00352. Purified ALDH1A1, NADH fluorescence, propionaldehyde substrate. Potency, µM (titrated, usually from 75.3 µM), for the others: at the top dose activity, negative = inhibition, actives largely listed as inhibitors. 220,000 compounds, 7.3% hits. AID 1030; active = well fitted inhibition curve with a large enough effect, not every such curve was filed as active; inconclusive = small, poorly fitted or top-dose-only effect, or another doubt; inactive = no such curve, though single readings can be large or run the other way;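 also: plate controls were no enzyme wells and a reference inhibitor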
Target sequence (P00352 whole entry, looked up): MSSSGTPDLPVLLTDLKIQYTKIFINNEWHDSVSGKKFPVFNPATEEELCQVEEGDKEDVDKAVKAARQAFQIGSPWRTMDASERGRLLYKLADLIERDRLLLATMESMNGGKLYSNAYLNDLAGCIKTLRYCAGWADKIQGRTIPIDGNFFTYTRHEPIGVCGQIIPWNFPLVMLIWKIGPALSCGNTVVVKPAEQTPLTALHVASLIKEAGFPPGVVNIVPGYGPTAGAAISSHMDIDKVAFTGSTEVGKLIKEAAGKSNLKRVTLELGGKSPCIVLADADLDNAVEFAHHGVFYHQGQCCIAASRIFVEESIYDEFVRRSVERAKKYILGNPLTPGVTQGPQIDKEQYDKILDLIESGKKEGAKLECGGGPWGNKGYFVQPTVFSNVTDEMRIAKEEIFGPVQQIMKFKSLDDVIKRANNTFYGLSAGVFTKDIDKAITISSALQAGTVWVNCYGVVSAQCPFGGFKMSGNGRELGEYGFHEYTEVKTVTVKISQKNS
GAA glycogen = inhibitors or activators of human alpha-glucosidase glycogen cleavage; recombinant GAA, glycogen substrate, Amplex Red glucose oxidase fluorescence; 300,000 compounds, 0.38% hits; P10253; AID 2100; Potency, µM (series often up to 76.4 µM), for inactives: at the top dose activity change, negative = inhibition, actives largely listed as inhibitors;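 also: 0% = full enzyme reaction and -100% = no-enzyme basal signal; the screen sought inhibitors and activators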
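Recombinant human enzyme (4 nM); glycogen substrate; 37 C, 40 min, pH 5.0. Readout: coupled glucose oxidase/Amplex Red fluorescence.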
KDM4E inh = blocks human JMJD2E demethylase activity. B2RXH2. JMJD2E catalytic domain, FDH-coupled NADH fluorescence (FDH is formaldehyde dehydrogenase). Potency, µM (doses to about 57.1 µM), for inactives: top-dose activity change, negative = inhibition, actives largely listed as inhibitors. 230,000 compounds, 1.6% hits; active = well fitted inhibition curve with a large enough effect, not every such curve was filed as active; inconclusive = small, poorly fitted or top-dose-only effect, or another doubt; inactive = no such curve, though single readings can be large or run the other way;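 also: 0% = wells with enzyme and -100% = buffer wells without enzyme; nearly all actives have a fitted effect of over 50% in size; many of its hits are not listed in these tables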
aGal spleen mod = inhibits or activates alpha-galactosidase in human spleen homogenate; AID 2107; human spleen homogenate, 4MU-alpha-Gal fluorescence, 40 min; P06280; Potency, µM (titrated, usually from 80 µM), without a hit: at the highest dose activity change, negative = inhibition, usual class: inhibitors; 240,000 compounds, 0.008% hits;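 also: 0% = enzyme with vehicle and -100% = no enzyme basal signal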
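Human spleen homogenate (1 ug) was the enzyme source, with 4-methylumbelliferyl-alpha-D-galactopyranoside (1 mM final) in pH 5.0 citrate buffer with 0.01% Tween-20. Compounds were titrated; after 40 min at 37C, NaOH/glycine stop, 4-MU fluorescence read; AC50 from Hill fits.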
SMN2 splice enh = increases expression of the SMN2 splice variant; HEK293 SMN2-luciferase splicing reporter, luminescence, 30-36 h; Potency, µM (series often up to 46.1 µM), for inactives: top-dose activity change, positive = activation, hits mostly activators; 210,000 compounds, 2.8% hits; also: % of control where 0% means no effect; nearly all actives have a fitted effect of over 55% in size
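qHTS luciferase splicing reporter: luminescence rises when SMN2 exon 7 is included in transfected HEK293 cells. Compound exposure lasted 30-36 h at 37C, with 4.5 mM final sodium butyrate as control, followed by a ONE-Glo read.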
GoLoco inh red = inhibitors of human Gai1-RGS12 GoLoco interaction (red fluorophore); 230,000 compounds, 0.44% hits; Potency, µM (titrated, usually from 61.6 µM), inactives show at the top dose activity, negative = inhibition, most hits filed as inhibitors; P63096; AID 880; Gai1:RGS12 GoLoco peptide FP, rhodamine, 10 min; active = well fitted inhibition curve with a large enough effect, not every such curve was filed as active; inactive = no such curve, though single readings can be large or run the other way; also: % is scaled to controls: 0 for no effect and ±100 for the full control effect; nearly all actives have a fitted effect of over 30% in size; many of its hits are not listed in these tables
Target sequence (P63096 whole entry, looked up): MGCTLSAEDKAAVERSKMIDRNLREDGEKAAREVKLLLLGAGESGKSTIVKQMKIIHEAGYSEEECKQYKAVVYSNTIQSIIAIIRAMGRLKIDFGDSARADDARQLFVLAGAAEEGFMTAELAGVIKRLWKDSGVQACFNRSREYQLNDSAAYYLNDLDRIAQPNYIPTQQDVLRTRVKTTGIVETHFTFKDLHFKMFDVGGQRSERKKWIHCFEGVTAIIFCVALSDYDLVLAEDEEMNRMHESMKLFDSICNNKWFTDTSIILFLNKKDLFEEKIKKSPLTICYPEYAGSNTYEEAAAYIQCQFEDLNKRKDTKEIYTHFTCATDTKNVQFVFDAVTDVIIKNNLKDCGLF
The depositor's hits bear a star; ? = inconclusive; nt = not tested or not shown; [ ] = dose if it differs, or a comment. Unless noted, calls follow the shape of the dose curve; as a rule, active = well fitted curve in the direction sought with a large enough effect; inconclusive = small, poorly fitted or top-dose-only effect, or another doubt; inactive = no such curve, though single readings can be large; an effect the other way counts as inactive or inconclusive. Potency is read from the fitted curve at half-maximal effect. This is a subset; rates above refer to the full screens.

Structure,GAA inhib,aGlu spleen mod,SMN2 splice enh,GAA glycogen,ALDH1A1 inh,KDM4E inh,aGal spleen mod,GoLoco inh red
COC(C)(C)[C@]12CC(O)(c3ccccc3)ON1[C@H]1CCCCC1N2O (some centres not stated),4%,2%,7%,-21%,4%,-1%,6%,1%
COc1ccc(OC(=O)c2cccnc2)cc1,-5%,7%,0%,-1%,3%,7%,5%,5%
CCCCCNC(=O)C(C)NS(=O)(=O)c1ccc(OC)cc1 (configuration not stated),4%,0%,-5%,2%,-6%,3%,7%,10%
COCCNC(=O)C1CCCN(c2ncccn2)C1 (configuration not stated),-6%,0%,-1%,3%,-9%,?,-2%,-12%
O=C(NCCCN1CCCC1=O)c1ccc2c(c1)NC(=O)c1ccccc1S2,-2%,5%,-27%,3%,-2%,3%,2%,5%
CCn1c(C)cc(/C=C2/NC(=O)N(CC(=O)Nc3cccc(C)c3)C2=O)c1C,6%,-22%,9%,18%,4%,22µM*,7%,-1%
Cc1cc(=O)n2c(ccc3ccccc32)c1C#N,-1%,6%,-9%,3%,0%,2%,9%,1%
Cc1ccc(S(=O)(=O)N(C)C)cc1NC(=O)c1sccc1Cl,0%,2%,nt,0%,?,-21%,9%,22%
Cc1ccc(C(O)P(=O)(OCc2ccccc2)c2ccc(N(C)C)cc2)cc1 (configuration not stated),nt,1%,nt,2%,nt,-1%,5%,3%
CCOC(=O)N1CCN(C(=O)Nc2ccc(NC(=O)N3CCN(C(=O)OCC)CC3)cc2)CC1,?,4%,2%,-14%,-1%,-5%,7%,19%
COc1ccccc1CNC(=O)CN1C(=O)C(C)N(c2ccc(C)cc2)C1=O (configuration not stated),-3%,2%,-16%,9%,-9%,3%,24%,3%
CCCC[C@@H]1CNC(=S)N1CCC12CC3CC(CC(C3)C1)C2,nt,8%,nt,-10%,?,-10%,-9%,1%
CC(C)=CC(=O)Nc1nnc(C)s1,6%,0%,?,-8%,-1%,-5%,6%,8%
COc1cccc(NC(=O)NCCc2ccc(Cl)cc2)c1,-2%,6%,0%,-1%,4%,-4%,6%,-3%
C/C(=C\C(=O)c1cccnc1)Nc1ccc(O)cc1,-11%,-12%,27%,14µM*,?,?,-6%,-2%
Cc1ccc(-c2nnc3ccc(SC(C)C(=O)O)nn23)cc1 (configuration not stated),3%,-3%,0%,-3%,?,?,2%,6%
O=C(c1cc2ccccc2c(=O)o1)N1CCCc2ccccc21,-2%,-4%,9%,9%,4.5µM*,-1%,-9%,3%
CCOC(=O)C1(Nc2nccs2)Sc2ccccc2NC1=O (configuration not stated),-4%,3%,-2%,-12%,5%,-2%,1%,17%
CCCCNC(=O)C1CCN(Cc2ccccn2)CC1,-9%,0%,-2%,-6%,-3%,?,6%,6%
Cc1ccc(CC2CC(=O)N(C(Cc3ccccc3)C(=O)O)C2=O)cc1 (configuration not stated),-6%,0%,nt,21%,6%,14%,-2%,1%
CCN(CC)Cc1ccccn1,-5%[15.4 µM],-1%,nt,7%,2%,-5%,5%,-1%
CCc1cc2cccc(C)c2nc1SCC(=O)NNC(=O)c1ccco1,3%,-13%,-10%,2%,?,4%,-2%,3%
Cc1ccc(Nc2nc(N)nc(CN3CCN(Cc4ccc5c(c4)OCO5)CC3)n2)cc1C,6%,-9%,-22%,-10%,7.9µM*,5%,6%,4%
O=C(Nc1ccccc1N1CCOCC1)c1cccc(NS(=O)(=O)c2ccc(F)c(F)c2)c1,-15%,1%,-7%,1%,-5%,1%,0%,4%
CCN(CC)C(=O)C1CCCN(Cc2nc(-c3cnccn3)no2)C1 (configuration not stated),0%,3%,nt,-9%,7%,1%,0%,-12%
O=C(CCS(=O)(=O)c1ccc(Br)s1)N1CCc2ccccc21,-2%,5%,-2%,0%,-13%,1%,2%,0%
O=C(NC(=S)NCc1nc2ccccc2[nH]1)c1ccccc1F,-6%,1%,nt,-11%,3%,-20%,2%,9%
Cc1ccc(N(C(C)C(=O)Nc2ccc3c(c2)OCO3)S(C)(=O)=O)cc1 (configuration not stated),-12%,-6%,2%,-16%,-11%,-8%,2%,6%
CCOC(=O)c1ccc(CS(=O)c2ccc(Cl)cc2)o1 (configuration not stated),?,-4%,2%,?,2.8µM*,-16%,-8%,18%
Fc1ccc(NC(=S)NC2CCN(Cc3ccccc3)CC2)cc1,2%,1%,-4%,-2%,14µM*,12%,-1%,6%
CCOC(=O)c1cc(NC(=O)c2cccnc2)ccc1N1CCOCC1,7%,-6%,-5%,17%,3%,5%,0%,6%
CCOc1cc(NS(=O)(=O)c2ccccc2)c(OCC)cc1NC(=O)c1ccco1,-4%,-13%,-5%,-8%,7.9µM*,-15%,0%,5%
COC(=O)C(C)Sc1ncnc2c1c(-c1ccccc1)cn2-c1ccc(OC)cc1 (configuration not stated),5%,-5%,-3%,-5%,?,?,5%,-5%
O=C1Nc2cc(Cl)c(Cl)cc2N(O)N1c1ccc(Cl)c(Cl)c1,-8%,0%,-5%,4%,3%,4%,-18%,-1%
CCn1c(SCC(=O)N/N=C/c2ccccc2OCC(=O)O)nnc1-c1ccc(OC)cc1,3%,-1%,nt,11%,-2%,-8%,-4%,13%
COCCn1c(SCC(=O)N2CC(=O)Nc3ccccc32)nnc1-c1ccoc1C,4%,1%,21%,-3%,-13%,-2%,1%,10%

Shown with values under each structure: part of the list above
Below each compound – GAA inhib, aGlu spleen mod, SMN2 splice enh, GAA glycogen, ALDH1A1 inh, KDM4E inh, aGal spleen mod, GoLoco inh red
> O=C(CCS(=O)(=O)c1ccc(Br)s1)N1CCc2ccccc21
 : -2%, 5%, -2%, 0%, -13%, 1%, 2%, 0%
> O=C(NC(=S)NCc1nc2ccccc2[nH]1)c1ccccc1F
 : -6%, 1%, nt, -11%, 3%, -20%, 2%, 9%
> Cc1ccc(N(C(C)C(=O)Nc2ccc3c(c2)OCO3)S(C)(=O)=O)cc1 (configuration not stated)
 : -12%, -6%, 2%, -16%, -11%, -8%, 2%, 6%
> CCOC(=O)c1ccc(CS(=O)c2ccc(Cl)cc2)o1 (configuration not stated)
 : ?, -4%, 2%, ?, 2.8µM*, -16%, -8%, 18%
> Fc1ccc(NC(=S)NC2CCN(Cc3ccccc3)CC2)cc1
 : 2%, 1%, -4%, -2%, 14µM*, 12%, -1%, 6%
> CCOC(=O)c1cc(NC(=O)c2cccnc2)ccc1N1CCOCC1
 : 7%, -6%, -5%, 17%, 3%, 5%, 0%, 6%
> CCOc1cc(NS(=O)(=O)c2ccccc2)c(OCC)cc1NC(=O)c1ccco1
 : -4%, -13%, -5%, -8%, 7.9µM*, -15%, 0%, 5%
> COC(=O)C(C)Sc1ncnc2c1c(-c1ccccc1)cn2-c1ccc(OC)cc1 (configuration not stated)
 : 5%, -5%, -3%, -5%, ?, ?, 5%, -5%
> O=C1Nc2cc(Cl)c(Cl)cc2N(O)N1c1ccc(Cl)c(Cl)c1
 : -8%, 0%, -5%, 4%, 3%, 4%, -18%, -1%
> CCn1c(SCC(=O)N/N=C/c2ccccc2OCC(=O)O)nnc1-c1ccc(OC)cc1
 : 3%, -1%, nt, 11%, -2%, -8%, -4%, 13%
> COCCn1c(SCC(=O)N2CC(=O)Nc3ccccc32)nnc1-c1ccoc1C
 : 4%, 1%, 21%, -3%, -13%, -2%, 1%, 10%

Going on with the list.
Structure,GAA inhib,aGlu spleen mod,SMN2 splice enh,GAA glycogen,ALDH1A1 inh,KDM4E inh,aGal spleen mod,GoLoco inh red
CCn1c(COc2ccc(=O)n(-c3ccccc3)n2)nnc1SCc1cccc(OC)c1,2%,-3%,-19%,6%,6%,10%,2%,8%
N/C(=N\OC(=O)COc1ccc2ccccc2c1)c1ccccn1,3%,-5%,-4%,1%,-5%,4%,-14%,9%
CC(=O)N1CCc2cc(S(=O)(=O)NC(CC(C)C)C(=O)Nc3cc(C)ccn3)ccc21 (configuration not stated),?,5%,?,5%,-11%,10%,19%,2%
CC(C)Cc1nnc(NC(=O)CSc2ncn[nH]2)s1,2%,-5%,-13%,-3%,-2%,-2%,0%,-2%
CCCC(=O)C1=C(N(C)c2ccccc2)CC(C)(C)C(C(=O)OC)C1=O (configuration not stated),-5%,6%,-4%,7%,-3%,1%,6%,8%
CC[C@H]1NC(=O)c2cc(S(N)(=O)=O)c(Cl)cc2N1,nt,0%[29.1 µM],-1%[20.6 µM],nt,-9%[20.9 µM],2%[25.5 µM],-12%[29.1 µM],-7%[21.6 µM]
Cc1cc(C)n(-c2nc(NCCO)c3c4c(sc3n2)CCCC4)n1,-5%,8%,-16%,4%,?,?,3%,9%
COc1cc(/C=N/n2nnnc2N)ccc1O,-9%,-9%,10%,-25%,-11%,?,-5%,-3%
CC(=O)N[C@H]1[C@H](OCc2ccccc2F)O[C@H](COC(C)=O)[C@@H](OC(C)=O)[C@@H]1OC(C)=O,nt,5%,nt,1%,nt,-3%,-16%,2%
CC(=O)Nc1ccc(N(C)S(C)(=O)=O)cc1,0%,-6%,0%,6%,9%,4%,-3%,-6%
Cc1cccc(CSC2=NCCN2C(=O)c2ccc(S(=O)(=O)N(C)C)cc2)c1,?,8%,-6%,-14%,?,-12%,-11%,0%
